Bioassay records deposited in PubChem BioAssay by Broad Institute.
C2C12 statin = suppressors of statin myotoxicity in C2C12 myotubes, primary screen, cell-based, single point, plate reader; hit rate 0.78% among 330,000; C2C12 myotubes + simvastatin, ATP luminescence, 48 h; scaled: DMSO 0, geranylgeraniol control 100; AID 602340, 2012; rescue of ATP level, % at 7.49 µM;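 active = mean ATP rescue above about 67%, or every replicate alone reaching that limit, limit read from the data, passing the limit was not always enough; inconclusive = no clear call, values can overlap the other calls; inactive = mean under the limit and some replicate under it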;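 note: myotubes were challenged with 10 µM simvastatin during compound exposure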
FN deposition inh = inhibitors of fibronectin matrix deposition, primary screen, AH1F cells, Alexa488-fibronectin fluorescence, plate reader; AH1F fibroblasts, overnight; inhibition, % at 12.6 µM; hit rate 0.086% among 350,000;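 active = mean inhibition across replicates of 30% or more, regardless of how many single replicates reach that level; inconclusive = mean under 30% yet at least half of replicates reach 30%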;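 note: positive control wells lacked labelled fibronectin entirely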
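Schedule: 1 h cell adhesion before compound, then overnight fibronectin incubation; test system: AH1F fibroblast monolayer depositing Alexa488-labelled fibronectin into matrix; quantity: 10000 AH1F cells per well; probe or stimulus: fluorescent fibronectin at 24 nM final; signal: fluorescence, ex 485 nm, em 525 nm; evaluation: percent inhibition as loss of matrix-bound fibronectin fluorescence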
INS-1E GSIS act = GLuc luminescence reporter in INS-1E cells, primary screen for activators of glucose-dependent secretion of insulin. INS-1E GLuc reporter insulin secretion, 2-3 h. activation, % at 16.6 µM. hit rate 0.61% among 370,000. AID 743287, 2014;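 active = lowest replicate activation of at least 40%, so every replicate reaches that level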;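 note: 0% = median of neutral control wells and 100% = median of IBMX positive control wells; some compounds called inactive have numbers as strong as hits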
miR122 inh = miR-122 Renilla sensor signal increase in Huh7, primary screen, miR-122 inhibitor project, cell-based, single point, plate reader; Huh7 miR-122 Renilla luciferase sensor, 48 h; neutral wells = 0, positive control = 100; hit rate 0.3% among 340,000; activation (reporter increase), % at 12.5 µM; AID 602342, 2012;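 active = mean replicate activation score at least 90 and every replicate individually at or above 90; inconclusive = only one of the two criteria met; inactive = neither criterion met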;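 note: higher luciferase means less miR-122 activity so hits act as miR-122 inhibitors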
CFTR F508del cor = F508del CFTR correction, initial screen, CFBE line, single point; hit rate 0.36% among 350,000; AID 720511, 2013; activity (quench increase), % at 7.58 µM; CFBE cells, YFP halide quenching; stimulated with forskolin plus potentiator P3; % fluorescence drop versus neutral controls;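 active = mean added fluorescence quench of at least 8% versus neutral control, with both replicates also reaching 8%; inconclusive = only one of the mean or replicate conditions met; inactive = mean below 8% and not both replicates reaching 8%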;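 note: cells transiently co-express mutant CFTR-F508del with the halide-sensitive YFP; corrector assay measuring rescue of mutant channel to the surface after 24 h compound exposure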
PglD inh = C. jejuni PglD acetyltransferase inhibitors, primary screen, biochemical, DTNB colorimetric, single point; purified PglD enzyme, DTNB colorimetric CoA detection; inhibition, % at 12.5 µM; hit rate 0.098% among 360,000; in the data active = inhibition above about 16%, passing the limit was not always enough; inconclusive = no clear call, values can overlap the other calls; note: strong numbers were not always called active
PGC1a acetyl inh = inhibitors of PGC1a acetylation signal, primary screen, cell-based, U2OS, AlphaScreen, inhibitor mode; AlphaScreen anti-acetyl-lysine; with virally co-expressed GCN5 acetyltransferase; inhibition, % at 15.6 µM; hit rate 0.17% among 350,000; AID 651687, 2012;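 active = every replicate shows inhibition of at least 40%; inconclusive = mean inhibition at least 40% but some replicate below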;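 note: 0% = neutral control wells and 100% = positive control wells; some results beyond the cut were filed as inactive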
Cneo AK release = Cryptococcus neoformans cell lysis inducers, primary screen, AK release luminescence, single concentration | C. neoformans lysis, adenylate kinase release luminescence, 4 h; normalised: neutral wells 0, clomiphene wells 100 | lysis activity, % at 15 µM | hit rate 0.2% among 360,000;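 active = mean lysis activity across replicates of at least 80%, whatever share of replicates individually reach that level; inactive = mean lysis activity below 80%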
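Schedule: static 4 h at 37 °C with compound, 1 h detection; system: C. neoformans cells; benchmarks: Clomiphene as positive control; buffer or medium: fresh YPD medium; measure: luminescence rise reflecting yeast cell lysis; measured by: luminescent adenylate kinase detection reagent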
* = called active by the depositor; ? = inconclusive; nt = not tested or not shown; & = joins results of further samples; [ ] = remark or other dose.

SMILES	C2C12 statin	FN deposition inh	INS-1E GSIS act	miR122 inh	CFTR F508del cor	PglD inh	PGC1a acetyl inh	Cneo AK release
CC(C)c1ccc(NS(=O)(=O)c2cccc3cccnc23)cc1	0	nt	11	39	-1.0	-2	-41	-2
CCN(CC)c1ccc(C(NC(=O)C(C)C)c2ccc3cccnc3c2O)cc1 (stereo not given)	8	16	nt	-7	2.4	3	20	0
COCC(=O)N1C[C@@H](C)[C@H](OC)CN(C)C(=O)c2ccc(NC(=O)c3cc(C)on3)cc2OC[C@H]1C	-3	-9	6	nt	-1.3	0	-3	-4
COC(=O)c1ccccc1NC1=C/C(=N\S(=O)(=O)c2cccs2)c2ccccc2C1=O	-10	1	nt	22&3	0.3	-3&-4	5&-15	0&-2
CCN(C(=O)COC(=O)C12CC3CC(CC(O)(C3)C1)C2)c1c(N)n(Cc2ccccc2)c(=O)[nH]c1=O	-4	-4	10	3	-1.3	0	nt	0
Cc1noc(C)c1NC(=O)Nc1ccc2c(c1)CC(=O)N([C@@H](C)CO)C[C@@H](C)[C@@H](CN(C)S(=O)(=O)c1cccs1)O2	-10	8	12	-2[16.7 µM]	-1.7	-4	-3	56
C[C@@H]1CN([C@@H](C)CO)S(=O)(=O)c2ccc(C#CCN(C)C)cc2O[C@@H]1CN(C)S(=O)(=O)c1cccc(F)c1	-17	-6	-12	-8[16.7 µM]	2.2	1	1	6
CC1(C(=O)Nc2ccccc2Br)CCN1C(=O)CC1CC1 (stereo not given)	?	-2	5	-1	2.8	7	8	-3
Cc1ccc(S(=O)(=O)Nc2ccc3c(c2)C(=O)N([C@@H](C)CO)C[C@@H](C)[C@H](CN(C)S(=O)(=O)c2ccc(F)cc2)O3)cc1	38	nt	-17	-3[16.7 µM]	-0.2	nt	-8	nt
c1ccc(Cc2nnc3sc(-c4ccccn4)nn23)cc1	57	3	23	28	nt	1	nt	-1
C[C@H]1CN([C@@H](C)CO)C(=O)c2ccccc2-c2ccccc2CO[C@@H]1CN(C)C(=O)c1ccc(F)cc1	-15	-18	11	nt	0.4	3	8	41
COc1ccccc1CN1C(=O)c2ccccc2[C@@]2(Cc3ccccc3N(CCN3CCOCC3)C2=O)[C@@H]1c1ccc(CO)cc1	nt	nt	nt	nt	0.8	-1	11	20
Cc1nc2ccccc2c(C)c1CC(=O)N(CC(C)C)c1c(N)n(Cc2ccccc2)c(=O)[nH]c1=O	-5	nt	10	-1	-3.4	-4	2	-1
COc1ccc(CNC(=O)C(C)n2nc(C)n3c(cc4occc43)c2=O)cc1 (stereo not given)	-18	-13	33	nt	2.8	1	7	-7
COc1cccc(CNC(=O)CSCC(=O)Nc2ccc(C)cc2)c1	0	0	-11	-3	-1.0	-1	1	-2
CC(C)NC(=O)N(C)C[C@@H]1OCCCC[C@H](C)Oc2ccc(NC(=O)Nc3ccc(F)cc3)cc2C(=O)N([C@@H](C)CO)C[C@@H]1C	nt	nt	-4	7[16.7 µM]	-2.3	0	-14	-2
COc1ccccc1N(CC(=O)NCCSCc1ccc(Cl)cc1)S(C)(=O)=O	8	11	-1	nt	-2.6	6	nt	-1
N#C/C(=C\c1ccc(-c2ccc(C(=O)O)cc2)o1)C(=O)Nc1ccc(F)cc1	-2	2	-8	19	1.9	-7	21	-4
Cc1ccc(S(=O)(=O)NC(=O)C2(C)CCN2C(=O)c2c(C)noc2C)cc1 (stereo not given)	2	nt	9	8	1.5	6	1	1
Cc1ccc(OCc2ccc(C(=O)N3CCCC3)o2)c([N+](=O)[O-])c1	nt	4	-11	-2	1.0	3	0	-1
C[C@H](CO)N1C[C@H](C)[C@@H](CN(C)C(=O)Nc2ccc(C(F)(F)F)cc2)Oc2c(NS(=O)(=O)c3ccc(Cl)cc3)cccc2C1=O	-46	nt	-8	23[16.7 µM]	-2.4	-1	-1	-5
C=CCOc1cccn2c(N(C)C(=O)c3ccccc3F)c(CC)nc12	10	nt	nt	-3	nt	-2	nt	0
CC(=O)c1ccc(OCC(=O)Nc2nnc(C3CC3)s2)cc1	1	3	4	20	-3.6	-1	13	1
CO[C@H]1CN(C)C(=O)c2ccc(NC(=O)c3ccc4c(c3)OCO4)cc2OC[C@@H](C)N(CC2CC2)C[C@@H]1C	-5	0	20	nt	0.6	2	3	-2
CC(C)OC(=O)CSc1nnc2n1C(C)(C)Cc1ccccc1-2	2	-35	nt	-4	nt	2	0	2
COCc1cccc(-c2csc(C(N)c3ccc(F)c(F)c3)n2)c1 (stereo not given)	2	8	-2	-5	4.2	-8	-3	-2
CCN(CC)S(=O)(=O)c1ccc2c3c(cccc13)C(=O)N2	0	0	nt	-6	0.8	-7	12	-1
Cc1cc(C)cc(-c2nnc(SCC(=O)NC3CC3)o2)c1	-5	1	nt	nt	-1.0	4	0	1
COc1ccccc1OCCCCN1CCCCC1	4	-2	14	2	2.3	4	-3	3
Cc1ccc(C(=O)NNC(=O)Cc2cccs2)cc1	nt	10	9	3	nt	0	nt	-3
CCOC(=O)c1c(NC(=O)CN2C(=O)c3ccccc3C2=O)sc(Cc2ccc3c(c2)OCO3)c1C	-5	2	nt	-2	2.2	2	3	0
C[C@@H]1CN([C@@H](C)CO)C(=O)Cc2cc(NS(=O)(=O)c3ccc(Cl)cc3)ccc2O[C@H]1CN(C)C(=O)Nc1cccc2ccccc12	25	nt	-13	-3[16.7 µM]	-1.8	2	-26	-9
C[C@@H]1CN([C@H](C)CO)S(=O)(=O)c2ccc(-c3ccc(C(=O)N(C)C)cc3)cc2O[C@H]1CN(C)Cc1ccccc1C(=O)O	-1	3	7	-13[16.7 µM]	-0.7	-2	17	-1
c1ccc2oc(-c3ccn[nH]3)cc2c1	nt	1	0	-2	-0.8	4	14	-8
O=C1OCCN1C(=O)[C@H]1[C@H](c2ccccc2)C(c2ccccc2)=NN1c1ccc(Br)cc1	7	nt	-2	2	-2.6	1	9	0
Cc1ccc(-c2nnc3c4ccccc4c(C)nn23)cc1S(=O)(=O)N1CCN(C)CC1	-7	2	nt	-1	nt	-2	-15	7
O=C(NNS(=O)(=O)c1ccc([N+](=O)[O-])cc1)C(=O)Nc1cccc(C(=O)O)c1	2	-4	4	4	-2.3	-4	5	0
COc1ccc(S(=O)(=O)Nc2ccc3c(c2)C(=O)N([C@@H](C)CO)C[C@@H](C)[C@@H](CN(C)C(=O)Nc2cccc4ccccc24)OCCCC[C@@H](C)O3)cc1	40	nt	14	5[16.7 µM]	-0.6	2	-16	-1
O=C(c1ccccc1)N1CCCOC1c1ccccc1 (stereo not given)	6	-7	nt	-7	nt	3	5	-2
Nc1cc(=O)nc2cn[nH]n12	12	8	7	4	0.5	4	1	2

In the list so far, two contain a nitro group on carbon:
SMILES	C2C12 statin	FN deposition inh	INS-1E GSIS act	miR122 inh	CFTR F508del cor	PglD inh	PGC1a acetyl inh	Cneo AK release
Cc1ccc(OCc2ccc(C(=O)N3CCCC3)o2)c([N+](=O)[O-])c1	nt	4	-11	-2	1.0	3	0	-1
O=C(NNS(=O)(=O)c1ccc([N+](=O)[O-])cc1)C(=O)Nc1cccc(C(=O)O)c1	2	-4	4	4	-2.3	-4	5	0

More compounds
SMILES	C2C12 statin	FN deposition inh	INS-1E GSIS act	miR122 inh	CFTR F508del cor	PglD inh	PGC1a acetyl inh	Cneo AK release
O=C(CSc1cccs1)Nc1ccc2ccccc2c1	-1	-6	nt	8	nt	nt	-9	2
CC(C)NC(=O)Nc1ccc2c(c1)C(=O)N([C@@H](C)CO)C[C@H](C)[C@@H](CN(C)Cc1ccc(Oc3ccccc3)cc1)O2	-2	17	-17	-6[16.7 µM]	-3.3	-3	-2	-3
Cc1ccccc1CNS(=O)(=O)c1c(C(=O)N2CCCC2)c(C)n(C)c1C	25	-5	-17	15	-0.1	0	-12	1
O=C(c1cccc(F)c1F)N1CCCC1	5	nt	nt	5	nt	-2	-6	-4
CCOC(=O)COn1c(=O)c(-c2ccc(OCC)cc2)[n+]([O-])c2ccccc21	5	-2	-6	-6	-2.9	1	-1	-3
Cc1ccc(N=C2NC(=O)/C(=C\c3ccc(C)s3)S2)cc1	nt	-7	12	nt	1.5	nt	-7	nt
C[C@@H]1CN([C@@H](C)CO)S(=O)(=O)c2ccc(C#Cc3ccccc3F)cc2O[C@@H]1CN(C)C(=O)Cc1ccncc1	12	nt	4	-57[16.7 µM]	-2.4	0	12	-2
CCCn1nc(NC(=O)C2CCCO2)c2cc3cc(C)ccc3nc21 (stereo not given)	11	nt	nt	-1	nt	-7	-16	-1
CCN(C[C@@H]1[C@@H](c2ccccc2)[C@H](CO)N1S(C)(=O)=O)C(=O)C1CCCC1	-1	0	8	6[16.7 µM]	-2.0	4	3	-1
O=C(C1CCCN(c2ncnc3c2nc2n3CCCCC2)C1)N1CCN(c2ccccc2F)CC1 (stereo not given)	-34	9	-41	nt	2.2	3	10	4
Cc1ccccc1CNC(=O)c1ccc(CSCc2ccccc2)cc1	-2	nt	nt	5	nt	-6	-2	-16
O=C(CCc1c[nH]c2ccccc12)NCCc1ccc(Cl)cc1	26	-2	-21	2	-0.6	-2	-4	-1
CCOc1ccc(CC(=O)Nc2c3c(nn2C(C)(C)C)CS(=O)(=O)C3)cc1	-5	-1	-9	nt	-3.1	-4	nt	0
CC(C)c1cc(C(C)C)c(S(=O)(=O)N2CCNCC2)c(C(C)C)c1	-21	-19	-20	-2	-0.1	6	-25	10
C[C@@H]1CCCCO[C@H](CN(C)C(=O)Nc2ccc(F)cc2)[C@@H](C)CN([C@H](C)CO)C(=O)c2cc(NS(=O)(=O)c3ccc(F)cc3)ccc2O1	nt	8	-13	17[16.7 µM]	0.9	1	-5	3
CCN(CC)c1ccc(/C=N/NC(=O)c2cccc(S(=O)(=O)N3CCOCC3)c2)c(O)c1	-14	11	8	-5	2.6	-1	19	0
Cc1cc2ccccc2n1CCNC(=O)c1cccs1	11	16	6	-3	-0.9	2	-3	-1
O=C1CCN(Cc2ccccc2)CCN1[C@H](COc1ccccc1)c1ccccc1	-4	-8	-29	-4	-0.4	-7	0	-1
COc1ccc(OCCNC(=O)Nc2cc(F)c(F)cc2Cl)cc1	3	-6	-4	-4	-2.5	4	-4	3
C/C(CC(=O)Nc1ccc(Br)cc1)=N\NC(=O)c1cccc(O)c1	3	3	-12	11	-4.2	-1	-11	0
O=c1c(/C=N/O)coc2ccc3ccccc3c12	-2	nt	nt	-4	nt	-4	4	-2
COCC(=O)Nc1ccc2c(c1)OC[C@H](C)N(C(C)=O)C[C@H](C)[C@H](OC)CN(C)C2=O	-2	4	7	1[16.7 µM]	nt	nt	nt	nt
Cc1cc(NC(=O)COC(=O)c2oc3c(ccc4ccccc43)c2C)no1	5	7	43*	4	nt	13	5	0
Cn1c(=S)ccc2ccccc21	nt	-1	6	-4	-0.5	nt	3	nt
COc1ccc(Cc2nnc(NC(=O)c3cccc(C)c3)s2)cc1	nt	2	-5	nt	0.1	nt	-10	nt

An unsorted share of the library, and some 2.1% of all compounds hit somewhere here.
